# Assay outcomes deposited in PubChem by National Center for Advancing Translational Sciences (NCATS).
# D1 PAM = potentiators of human D1 dopamine receptor | 0.036% of 360,000 active | potentiation, % at 10 µM | HEK293 TREx D1 cells, calcium flux, dopamine EC20 potentiation; in the data active = potentiation above about 30%; note: 0% is about no effect
# Target sequence (P21728 whole entry, looked up): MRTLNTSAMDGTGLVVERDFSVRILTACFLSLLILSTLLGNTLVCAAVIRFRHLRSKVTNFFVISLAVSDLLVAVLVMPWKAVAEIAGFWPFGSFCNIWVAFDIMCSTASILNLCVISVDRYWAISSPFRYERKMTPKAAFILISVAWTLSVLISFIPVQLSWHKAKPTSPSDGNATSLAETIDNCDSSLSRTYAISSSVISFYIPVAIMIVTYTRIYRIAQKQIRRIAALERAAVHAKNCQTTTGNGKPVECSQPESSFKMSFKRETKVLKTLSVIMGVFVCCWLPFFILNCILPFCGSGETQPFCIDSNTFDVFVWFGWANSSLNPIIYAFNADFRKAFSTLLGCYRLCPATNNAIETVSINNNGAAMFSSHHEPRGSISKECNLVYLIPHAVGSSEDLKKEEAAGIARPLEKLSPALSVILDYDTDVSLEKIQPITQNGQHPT
# LDHA block = inhibitors of human lactate dehydrogenase A; purified LDHA, NADH/diaphorase-resazurin fluorescence; stronger effect = lower value; P00338; 0.15% of 480,000 active; AID 1347041; activity change, % (values are at about 110 or 230 µM); in the data active = activity change below about -30%; inconclusive = mostly about -25% to -30%;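 note: plate controls were DMSO wells for no effect and wells without enzyme for full effect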
#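 Human LDH5 (2 nM) was incubated with 0.06 mM NADH and 0.2 mM pyruvate for 5 min at room temperature in Tris pH 7.4. Remaining NADH was coupled through diaphorase/resazurin, and resorufin fluorescence was read at 0 and 20 min.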
# RXFP1 ag = activates the human relaxin receptor RXFP1. HEK293T-RXFP1 cAMP TR-FRET, 30 min; response scale: percent of porcine relaxin response, buffer zero. Potency, µM (highest dose often 57.5 µM), for inactives: at the highest dose activation, hits mostly activators. Q9HBX9. 0.3% of 370,000 active. AID 2676; note: potency is the fitted concentration of half-maximal effect; % is set by controls: 0 for no effect and ±100 for the full control effect; nearly all actives have a fitted effect of over 60% in size; many of its hits are not listed in these tables
#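 Agonist response is measured as cAMP accumulation in an RXFP1-transfected HEK293T line under PDE4 inhibition. Values are scaled between buffer-only and 29 nM porcine relaxin, and EC50s come from standard Hill equation fits.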
# Vif-APOBEC3G blk = inhibitors of Vif-APOBEC3G interaction; HeLa A3G-eYFP + Vif (tagged APOBEC3G with the HIV-1 protein that degrades it), YFP fluorescence, overnight; Potency, µM (doses to about 46.1 µM), inactives show at the highest dose activity, negative = active, actives largely listed as inhibitors; 0.076% of 410,000 active;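 note: potency is the fitted concentration of half-maximal effect; % is set by controls: 0 for no effect and ±100 for the full control effect; nearly all actives have a fitted effect of over 60% in size; hits raise eYFP signal because A3G escapes Vif-driven loss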
# Target sequence (Q9HC16 whole entry, looked up): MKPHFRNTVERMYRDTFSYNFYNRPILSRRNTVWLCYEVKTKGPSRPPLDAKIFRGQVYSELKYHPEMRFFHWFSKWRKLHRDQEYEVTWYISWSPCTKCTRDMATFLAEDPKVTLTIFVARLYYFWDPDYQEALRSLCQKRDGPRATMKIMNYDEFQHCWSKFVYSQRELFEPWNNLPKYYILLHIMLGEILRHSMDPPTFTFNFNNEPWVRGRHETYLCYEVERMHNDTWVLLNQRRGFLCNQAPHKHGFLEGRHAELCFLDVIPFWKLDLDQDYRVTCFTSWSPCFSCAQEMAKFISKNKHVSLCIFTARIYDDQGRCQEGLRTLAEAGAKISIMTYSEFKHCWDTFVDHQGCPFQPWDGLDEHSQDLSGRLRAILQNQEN
#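 Read-out is eYFP fluorescence (Ex 488/Em 500-530) from Vif-expressing HeLa A3G-eYFP cells; more signal means A3G escaped Vif-mediated degradation. Cells plated overnight, compound pinned in, incubated overnight at 37 deg C.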
# GRP78 ERSR act = inducers of ER stress response in human glioma cells | U87-MG GRP78 promoter luciferase reporter, 16 h | Potency, µM, without a hit: at the top dose activation, most hits filed as activators | 0.02% of 420,000 active | AID 602332; note: potency is the fitted concentration of half-maximal effect; series mostly up to about 76 µM; % of control where 0% means no effect; nearly all actives have a fitted effect of over 35% in size
#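 ERSR induction read as luciferase luminescence (Bright-Glo, 10 min at room temperature) in stably transfected human U87-MG glioma cells exposed to compounds for 16 h, using GRP78 as sensor.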
# D1 antag = blocks dopamine activation of the human D1 receptor | P21728 | HEK293 TREx D1 cells, calcium flux, dopamine EC80; stronger effect = lower value | activity change, negative = inhibition, % at 10 µM | 3.2% of 360,000 active | AID 504652; in the data active = activity change below about -30%; note: % is set by controls: 0 for no effect and ±100 for the full control effect
#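 Kinetic fluorescence of a calcium dye serves as the read-out. D1-expressing Hek293 Trex cells, induced overnight at 30 C, are exposed to compound for 180 s before an EC80 dopamine addition, then read 180 s further.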
# D1 agonist = agonists of human D1 dopamine receptor; activation, % at 2 µM; P21728; AID 504660; 1% of 360,000 active; HEK293 T-REx D1 cells, calcium flux, agonist mode; in the data active = activation above about 30%; note: 0% is about no effect
#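 Agonism was scored from calcium flux recorded over 180 s (1 read/s) after pintool compound addition, following a 10-cycle baseline. Cells were inducible force-coupled HEK293 TREx D1, plated overnight at 30 C and loaded with no-wash calcium dye.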
# Vif-A3F inh = inhibitors of Vif-A3F interaction. 0.2% of 390,000 active. Potency, µM (highest dose often 46.1 µM), without a hit: top-dose activity, negative = active. HeLa A3F-eYFP + Vif (tagged APOBEC3F with the HIV-1 protein that degrades it), YFP fluorescence increase; note: potency is the fitted concentration of half-maximal effect; % of control where 0% means no effect; nearly all actives have a fitted effect of over 65% in size
#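 Fluorescence increase (Ex 488/Em 500-530) after overnight compound treatment at 37 deg C flags inhibition of Vif-driven A3F-eYFP loss in stable HeLa A3F-eYFP/Vif cells seeded overnight beforehand.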
# D2 potentiator = positively modulates the human D2 dopamine receptor allosterically. HEK293 T-REx D2, calcium flux, EC20 dopamine potentiation. potentiation, % at 10 µM. 0.34% of 340,000 active. AID 485347;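 active = potentiation over 3 SD above the plate norm, cut at about 30% in these data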; note: 0% is about no effect
#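 Tetracycline-induced Hek293 Trex D2 cells, force-coupled to calcium, loaded with no-wash calcium dye. Compound added with 180 s kinetic read for agonism, then EC20 dopamine and a further 180 s read for potentiation.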
# * marks the source's active call; other numbers are inactive results; ? = inconclusive; · = no result given; & = joins results of further samples. Unless noted, calls come from the whole dose curve; as a rule, active = well fitted curve in the direction sought with a large enough effect; inconclusive = small, poorly fitted or top-dose-only effect, or another doubt; inactive = no such curve, though single readings can be large; an effect the other way counts as inactive or inconclusive. The list is partial; rates above refer to the full screens.
1. CCn1c(C(=O)N2CCC(Cc3ccccc3)CC2)cc2sccc21
2. COC(=O)c1cc(Br)c(=O)n(Cc2ccncc2)c1
3. CCCCn1c(NCc2cccs2)nc2ccccc21
4. Cc1nn2c(=O)cc(COC(=O)COc3ccc(F)cc3)nc2s1
5. CC(C)CCN1CCN(Cc2cccc(-n3cccn3)c2)CC1CCO (configuration not stated)
6. O=C1CC(c2ccc(F)cc2)SC(N(c2ccccc2)c2ccccc2)=N1 (configuration not stated)
assay / compound,1,2,3,4,5,6
GRP78 ERSR act,-5%,0%,-2%,-3%,3%,-6%
D1 antag,4,3,-24,-3,-5,4
Vif-APOBEC3G blk,0%,-1%,2%,2%,6%,-27%
D1 agonist,6,1,5,11,1,2
D2 potentiator,-4,12,-15,4,-18,2
Vif-A3F inh,-1%,1%,0%,-8%,10%,-16%
LDHA block,5,-11,-3,-3,-2,-1
RXFP1 ag,3.6%,3.4%,1.1%,5.2%,0.0%,0.2%
D1 PAM,-2,-2,-1,-2,0,2

# 2 entries from above, as tab-separated lines.
nr	Structure	GRP78 ERSR act	D1 antag	Vif-APOBEC3G blk	D1 agonist	D2 potentiator	Vif-A3F inh	LDHA block	RXFP1 ag	D1 PAM
2	COC(=O)c1cc(Br)c(=O)n(Cc2ccncc2)c1	0%	3	-1%	1	12	1%	-11	3.4%	-2
3	CCCCn1c(NCc2cccs2)nc2ccccc21	-2%	-24	2%	5	-15	0%	-3	1.1%	-1

# Next section:
7. O=NN(CCc1ccncc1)c1ccc(OCc2ccccc2)cc1
8. CC(=O)N1c2ccc(S(=O)(=O)NCC3CCC(C(=O)Nc4cccc(C)c4)CC3)cc2CC1C (configuration not stated)
9. Cc1ccc(C)c(NC(=O)CSc2cccc3cccnc23)c1
10. N#C/C(=C\c1cc2c(cc1Br)OCO2)c1ccc(C(=O)O)cc1
11. COc1cc(/C=C(\C#N)C(=O)NCC2CCCO2)ccc1OC(C)C (configuration not stated)
12. Nc1nnc(SCC(=O)NCCOc2ccccc2)s1
assay / compound,7,8,9,10,11,12
GRP78 ERSR act,4%,0%,-3%,-2%,-1%,-2%
D1 antag,-1,-7,6,-2,-1,-5
Vif-APOBEC3G blk,0%,5%,-1%,0%,0%,0%
D1 agonist,6,6,1,4,1,3
D2 potentiator,8,1,18,3,-11,5
Vif-A3F inh,3%,-4%,?,?,5%,-10%
LDHA block,7,-3,-10,-1,-1,-4
RXFP1 ag,-1.6%,2.0%,5.3%,0.2%,3.3%,-2.8%
D1 PAM,-12,0,-2,2,-6,-2

# Shown tab-delimited: 3 of the compounds above.
item	structure	GRP78 ERSR act	D1 antag	Vif-APOBEC3G blk	D1 agonist	D2 potentiator	Vif-A3F inh	LDHA block	RXFP1 ag	D1 PAM
9	Cc1ccc(C)c(NC(=O)CSc2cccc3cccnc23)c1	-3%	6	-1%	1	18	?	-10	5.3%	-2
8	CC(=O)N1c2ccc(S(=O)(=O)NCC3CCC(C(=O)Nc4cccc(C)c4)CC3)cc2CC1C (configuration not stated)	0%	-7	5%	6	1	-4%	-3	2.0%	0
10	N#C/C(=C\c1cc2c(cc1Br)OCO2)c1ccc(C(=O)O)cc1	-2%	-2	0%	4	3	?	-1	0.2%	2

# Next entries follow:
13. Cc1ccc(-n2[nH]c(C)c(C=Nc3ccc(S(=O)(=O)N4CCOCC4)cc3)c2=O)c(C)c1
14. COc1ccc(C(c2nnnn2Cc2ccccc2)N2CCN(c3ccccc3)CC2)cc1 (configuration not stated)
15. CCCn1c2ccccc2c2cnn(CC(=O)NCCCN3CCCCC3CC)c(=O)c21 (configuration not stated)
16. Cc1ccc(C2c3c(oc4ccccc4c3=O)C(=O)N2c2nnc(C)s2)cc1 (configuration not stated)
17. Cc1ccc(C)c(S(=O)(=O)NCC(c2ccc(N(C)C)cc2)N2CCOCC2)c1 (configuration not stated)
18. Cc1nc2nc(C)c(CCC(=O)NC3CCCCC3)c(C)n2n1
assay / compound,13,14,15,16,17,18
GRP78 ERSR act,·,6%,-1%&-2%,-2%,-3%,-5%
D1 antag,-8,-27,-3&-2,-23,-9,-8
Vif-APOBEC3G blk,·,-8%,-1%&10%,-3%,0%,0%
D1 agonist,2,2,-1&2,3,-2,0
D2 potentiator,-7,7,4&1,-11,6,4
Vif-A3F inh,·,-5%,-11%&0%,-6%,4%,-1%
LDHA block,·,-3,-1&-11,-1,7,-6
RXFP1 ag,-0.4%,-1.0%,4.4%&-4.7%,-2.1%,-0.1%,18%
D1 PAM,-5,-8,-2&0,-2,0,-9

19. CC(Sc1ccc(S(=O)(=O)N2CCCC2)cn1)C(N)=O (configuration not stated)
20. O=C(OCc1nc2ccccc2s1)c1ccc(Br)o1
21. O=C(N/N=C\c1ccc(Br)o1)C1COc2ccccc2O1 (configuration not stated)
22. Cc1noc(C)c1S(=O)(=O)N(C)C[C@H]1Oc2c(NC(=O)Nc3ccc(C(F)(F)F)cc3)cccc2C(=O)N([C@H](C)CO)C[C@@H]1C
23. CCCc1cc2c(=O)c(-c3ccccn3)coc2cc1OC
24. CN(C)Cc1ccc(F)cc1Sc1cc(Cl)ccc1Cl
assay / compound,19,20,21,22,23,24
GRP78 ERSR act,-4%,3%,0%,2%,2%,-9%
D1 antag,5,10,-24,·,7,2
Vif-APOBEC3G blk,0%,1%,?,2%,-5%,-6%
D1 agonist,0,3,4,·,4,10
D2 potentiator,12,1,-3,·,-16,8
Vif-A3F inh,-2%,?,-12%,0%,-7%,3%
LDHA block,0,-11,-1,6,-3,-2
RXFP1 ag,-0.8%,-0.4%,3.6%,·,-0.3%,-1.7%
D1 PAM,-3,9,-2,·,-5,4

25. CCNc1[nH]c(=O)n(C)c(=O)c1N=O
26. O=C1CSC(c2cn(-c3ccccc3)nc2-c2ccccc2)N1Cc1ccco1 (configuration not stated)
27. Oc1ccc2c(c1)c1ccccc1c1ncccc21
28. CCOc1ccccc1Nc1sc(C(=O)c2ccc(Cl)cc2)c(N)c1S(=O)(=O)c1ccccc1
29. CCc1ccc(NC(=S)N(CCCN2CCOCC2)Cc2ccccn2)cc1
30. CN(C)CCOc1ccc2c(c1)C(=O)C(=Cc1ncc([N+](=O)[O-])n1C)C2
assay / compound,25,26,27,28,29,30
GRP78 ERSR act,-6%,-6%,0%,-2%,-3%,-10%
D1 antag,3,-10,·,-21,-21,·
Vif-APOBEC3G blk,1%,-11%,0%,-4%,-1%,11µM*
D1 agonist,1,24,·,3,7,·
D2 potentiator,4,11,·,7,3,·
Vif-A3F inh,-2%,-10%,-6%,-3%,-3%,?
LDHA block,3,-1,-8,-1,-10,7
RXFP1 ag,-0.9%,5.3%,·,6.3%,0.3%,·
D1 PAM,-6,-5,·,0,-3,·

31. COc1ccc(/C=C2\Oc3cc(OCC(=O)N4CCC[C@H]4CO)ccc3C2=O)c(OC)c1
32. O=C(Nc1ccnn1C1CCN(Cc2ccc(CO)o2)CC1)c1ccccc1Cl
33. COc1ccccc1CNC(=O)CSc1nc2nc(C)c(Cc3ccccc3C)c(C)n2n1
34. CC1=CCC2C(=O)N(c3ccc(C(=O)N4CCCCCC4)cc3)C(=O)C2C1 (configuration not stated)
35. C=C1C(=O)OC2C=C(CO)CCC=C(CO)CC(OC(=O)C(C)C)C12 (configuration not stated)
36. Cc1oc2c(CN3CCCC3)c(O)ccc2c(=O)c1-c1ccc(Cl)cc1
assay / compound,31,32,33,34,35,36
GRP78 ERSR act,1%,-2%,-2%,-2%,-14%,-1%
D1 antag,-23,13,-3,-13,·,0
Vif-APOBEC3G blk,1%,-3%,1%,-2%,-26%,0%
D1 agonist,2,4,11,2,·,-1
D2 potentiator,6,-3,7,-16,·,11
Vif-A3F inh,-20%,0%,-9%,-19%,9%,3%
LDHA block,2,-5,3,-8,-1,-2
RXFP1 ag,-0.5%,2.7%,1.1%,0.5%,·,4.2%
D1 PAM,5,-2,0,-7,·,-2

37. NC(=O)CSc1nnc(COc2cccc3ccccc23)o1
38. COc1ccc(-c2cc(C(F)F)n3ncc(C(=O)N4CCN(C)CC4)c3n2)cc1
39. COc1ccc(/C=C2\OC(=O)c3c(OC)cccc32)cc1OC
40. O=C(CSc1n[nH]c(-c2ccncc2)n1)Nc1ccccc1Cl
41. COc1ccccc1NC(=O)C(CC(=O)O)Cc1cc(C)cc(C)c1 (configuration not stated)
42. Cc1cc(C)nc(N/N=C/c2ccccc2OCc2ccc(Cl)cc2)n1
43. CCC(CC)C(=O)c1c[nH]c(C(=O)NN)c1
44. CC1CCN(c2nc3c(S(=O)(=O)c4cccc(Cl)c4)nnn3c3ccsc23)CC1
assay / compound,37,38,39,40,41,42,43,44
GRP78 ERSR act,-2%,-2%,-1%,-3%,-3%,1%,-4%,-2%
D1 antag,3,-5,-15,-4,·,9,-11,6
Vif-APOBEC3G blk,0%,1%,2%,1%,-1%,-1%,?,0%
D1 agonist,-1,2,1,2,·,1,0,5
D2 potentiator,5,·,-4,-5,·,6,-3,5
Vif-A3F inh,-11%,5%,·,-8%,-4%,?,1%,1%
LDHA block,1,-4,3,-5,-18,1,-2,3
RXFP1 ag,-0.7%,4.6%,16%,2.1%,·,-0.2%,0.0%,6.3%
D1 PAM,-6,-1,-8,-2,·,-2,-6,-3
